FEN1 inhibitor – qHTS Assay for the Inhibitors of Human Flap endonuclease 1 (FEN1); 390,000 tested, 0.35% active; P39748; Recombinant FEN1 flap cleavage, fluorescence, 15 min; Potency, µM (series often up to 114 µM), for the others: top-dose activity change, negative = inhibition, usual class: inhibitors; also: nearly all actives have a fitted effect of over 65% in size
Target sequence (P39748 whole entry, looked up): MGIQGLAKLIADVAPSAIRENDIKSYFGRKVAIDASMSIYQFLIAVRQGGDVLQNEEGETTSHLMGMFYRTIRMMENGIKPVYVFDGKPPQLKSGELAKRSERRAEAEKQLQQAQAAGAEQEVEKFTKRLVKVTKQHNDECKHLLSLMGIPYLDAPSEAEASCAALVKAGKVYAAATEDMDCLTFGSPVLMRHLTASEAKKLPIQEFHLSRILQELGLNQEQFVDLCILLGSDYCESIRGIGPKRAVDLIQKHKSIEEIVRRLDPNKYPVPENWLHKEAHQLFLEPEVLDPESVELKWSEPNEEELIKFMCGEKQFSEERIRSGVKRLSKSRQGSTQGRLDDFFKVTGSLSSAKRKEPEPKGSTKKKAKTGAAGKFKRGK
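Recombinant FEN1 (10 nM) was preincubated with pin-transferred compounds for 15 min at room temperature, then flap DNA substrate (50 nM final) was added. Plates were read at 0 and 15 min, and normalized concentration–response data were fitted to a four-parameter Hill equation.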
TDP1 block – qHTS Assay for Inhibitors of Tyrosyl-DNA Phosphodiesterase (TDP1); Tyrosyl-DNA phosphodiesterase 1 (Homo sapiens), Q9NUW8; recombinant TDP1, AlphaScreen DNA substrate cleavage; Potency, µM (highest dose often 130 µM), for inactives: top-dose activity change, negative = inhibition, actives largely listed as inhibitors; 350,000 tested, 0.28% active; AID 485290, 2010; also: nearly all actives have a fitted effect of over 40% in size
Target sequence (Q9NUW8 whole entry, looked up): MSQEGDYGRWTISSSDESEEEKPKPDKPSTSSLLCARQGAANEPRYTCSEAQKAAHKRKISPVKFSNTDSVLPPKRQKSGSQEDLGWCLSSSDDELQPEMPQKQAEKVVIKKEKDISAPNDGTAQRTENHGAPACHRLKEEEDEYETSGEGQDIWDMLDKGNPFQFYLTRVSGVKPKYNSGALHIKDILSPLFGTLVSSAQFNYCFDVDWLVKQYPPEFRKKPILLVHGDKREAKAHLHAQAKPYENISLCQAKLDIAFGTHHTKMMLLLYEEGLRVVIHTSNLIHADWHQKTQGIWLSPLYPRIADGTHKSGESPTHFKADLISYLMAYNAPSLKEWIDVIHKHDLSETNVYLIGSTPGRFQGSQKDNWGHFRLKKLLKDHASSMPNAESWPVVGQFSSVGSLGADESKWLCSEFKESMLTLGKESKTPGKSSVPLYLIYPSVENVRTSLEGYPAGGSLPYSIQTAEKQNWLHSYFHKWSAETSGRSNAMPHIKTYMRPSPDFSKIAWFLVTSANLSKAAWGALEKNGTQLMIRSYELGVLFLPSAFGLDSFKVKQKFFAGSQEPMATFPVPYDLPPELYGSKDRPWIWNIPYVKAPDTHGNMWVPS
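Here, a 5' biotin and 3' phosphotyrosine-FITC DNA oligonucleotide reports Tdp1 activity: intact substrate bridges AlphaScreen beads, while cleavage leaves a 3' phosphate and drops signal. All incubations at room temperature.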
N370S GC – qHTS Assay for Inhibitors and Activators of N370S glucocerebrosidase as a Potential Chaperone Treatment of Gaucher Disease; N370S GC spleen homogenate, 4MU-glucoside fluorescence; Potency, µM (top dose mostly 59.4 µM), without a hit: at the highest dose activity change, negative = inhibition, actives largely listed as inhibitors; 330,000 tested, 0.092% active; AID 2101, 2009;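 also: 0% = full enzyme activity and -100% = no enzyme basal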
An asterisk follows results filed as active; ? = inconclusive; nt = no result given; & = joins results of further samples; [ ] = remark or other dose. Calls follow the shape of the dose curve; as a rule, active = well fitted curve in the direction sought with a large enough effect; inconclusive = small, poorly fitted or top-dose-only effect, or another doubt; inactive = no such curve, though single readings can be large; an effect the other way counts as inactive or inconclusive. Unless noted, % is scaled to controls: 0 for no effect and ±100 for the full control effect; potency is read from the fitted curve at half-maximal effect.

mol	TDP1 block	FEN1 inhibitor	N370S GC
N#Cc1ccccc1NCC(=O)N1CCN(S(=O)(=O)c2ccccc2)CC1	1%	-14%	nt
O=c1cc(-c2ccc(O)cc2)oc2c(C3OCC(O)C(O)C3O)c(O)c(C3OC(CO)C(O)C(O)C3O)c(O)c12 (stereo unspecified)	nt	?	-13%
O=C1[C@@H]2[C@@H]3C[C@@H]([C@H]4ON=C(c5ccc(OCc6ccccc6)cc5)[C@@H]34)[C@@H]2C(=O)N1c1ccc2c(c1)OCO2	0%	2%	3%
Cc1cc(NC(=O)C2Oc3ccccc3OC2C)no1 (stereo unspecified)	-8%	-15%	1%
CSc1ccccc1OCc1cc(C(=O)N(C)CCc2c(C)n[nH]c2C)no1	1%	15%	-2%
COc1ccccc1NC(=O)c1cc([N+](=O)[O-])ccc1N1CCOCC1	5%	-3%	28%
CCCC[C@@H]1C[C@H]1C(NC(=O)c1ccco1)c1ccc(Cl)cc1 (stereo partly specified)	-1%	nt	?
CN=C(NC(=O)Nc1c(C)cccc1C)NC(=O)Nc1c(C)cccc1C	4%	-10%	0%
CCOC(=O)c1sc(=S)n(CC)c1NC(=O)C1CC1	0%	3%	-3%
COC(=O)/C(=C1/OC(=O)C(c2ccccc2)=C1O)c1ccccc1	1%	nt	5%
CC1CCCC(NC(=O)C2c3ccccc3C(=O)N2Cc2cccs2)C1C (stereo unspecified)	5%	-6%	?
O=C(CSc1nc2ccccc2s1)NCC1CCCO1 (stereo unspecified)	1%	-9%	3%
Cc1nn(-c2ccccc2)c2c1C(c1cccc([N+](=O)[O-])c1)N(c1ccccc1)C(=O)N2 (stereo unspecified)	7%	4%	-25%
Cc1ccc(N(CC(=O)NCc2ccc(F)cc2)C(=O)c2snc(C(N)=O)c2N)cc1C	-1%	2%	?
COC(=O)CC1=C(C)C(=O)CC2C(C)(C)CCCC12C (stereo unspecified)	-4%	-4%	6%
O=C(O)c1ccccc1/C=N/N1CCN(C2c3ccccc3-c3ccccc32)CC1	2%	-17%	16%
CC1CCCCC1NC(=O)c1ccco1 (stereo unspecified)	-19%	-5%	?
Cc1ccccc1N(CC(=O)Nc1ccc(F)cc1)S(C)(=O)=O	4%	-10%	-8%
CCOc1ccccc1NC(=O)N1CC(C)Oc2ccc(Cl)cc21 (stereo unspecified)	-3%	19%	nt
Cc1nc2c(C(=O)NCCc3ccccc3)c[nH]n2c(=O)c1Cc1ccccc1F	9%	-2%	nt

mol	TDP1 block	FEN1 inhibitor	N370S GC
Cc1ccc(OCC(=O)OCc2cc(=O)n3nc(C4CC4)sc3n2)cc1C	3%	-11%	nt
CCOC(=O)CNC(=O)COc1coc(CN2CCN(c3ccccc3F)CC2)cc1=O	-6%	0%	0%
COc1ccc(NC(=O)Nc2nnc(N3CCCCCC3)s2)c(OC)c1	11%	-6%	nt
Cc1c(-c2ccc(Cl)cc2)noc1C1CCN(CCc2ccccc2)CC1	4%	nt	-9%&-11%
CCn1cc2nc(SCc3cc(C)ccc3C)n(Cc3ccc(C)cc3)c(=O)c2n1	3%	3%	nt
C=CCOC(=O)Nc1ccc(Cl)cc1NC(=O)OCC=C	0%	10%	2%
CC(C)(C)c1ccc(C2/C(=C(\O)c3ccc4c(c3)OCCO4)C(=O)C(=O)N2CCCN2CCOCC2)cc1 (stereo unspecified)	7%	0%	-6%
N#C/C(=C(/O)C(Cl)c1ccccc1)c1nc2ccccc2s1 (stereo unspecified)	5%	-3%	22%
Cc1ccc2oc(-c3ccc(C)c(NC(=S)NC(=O)c4cccs4)c3)nc2c1	nt	18%	7%
COc1ccccc1NC(C)=[N+](C)CCNS(=O)(=O)c1ccc(Cl)cc1	?	-12%	-5%
CCOC(=O)c1cnn(-c2c(Cc3ccccc3)c(C)nc3c(-c4ccccc4)c(C)nn23)c1N	3%	2%	5%
CCOc1cccc(/C=C/C(=O)O)c1	0%	17%	-7%
CCC(C)[C@H](NC(=O)[C@@H]1Cc2ccccc2CN1)C(=O)Nc1ccc2c(c1)OCO2 (stereo partly specified)	4%	10%	6%
O=C(COc1ccc([N+](=O)[O-])cc1)Nc1ccc2[nH]c(=O)[nH]c2c1	nt	-5%	-2%
O=C(O)c1cccc(NC(=O)c2cc3cc(Br)cc(Br)c3oc2=O)c1	-2%[12.3 µM]	1%	nt
Cc1ccc(C(=O)Nc2nnc(-c3ccncc3)s2)o1	2%	5%	4%
Cn1c(=O)[nH]c(=O)c2c1nc(N1CCOCC1)n2CCc1ccccc1	10%	-1%	5%
Cc1c(NC(=O)c2ccc3c4c(cccc24)CC3)c(=O)n(-c2ccccc2)n1C	2%	7%	2%
COC(=O)c1ccc(N2CCN(C)CC2)c(NC(=O)COc2ccc(C)cc2)c1	1%	-2%	3%
CCOc1ccccc1N(CC(=O)O)S(=O)(=O)c1ccc(C)cc1	2%	3%	-2%

mol	TDP1 block	FEN1 inhibitor	N370S GC
Cc1cc(C(=O)CN2C(=O)NC3(CCCc4ccccc43)C2=O)c(C)n1Cc1ccco1 (stereo unspecified)	8%	nt	-20%
CCC(C)(C)NC(=O)C(c1cccn1C)N(C(=O)Cn1nnc2ccccc21)c1ccc(F)cc1 (stereo unspecified)	7%	-11%	-2%
Cc1ccc(Nc2nc(NCCCN3CCOCC3)nc(N)c2[N+](=O)[O-])cc1	0%	-15%	0%
C[C@@H]1CN([C@H](C)CO)C(=O)c2cc(NC(=O)Nc3ccc(C(F)(F)F)cc3)ccc2O[C@H]1CN(C)S(=O)(=O)c1ccc(Cl)cc1	2%	-3%	nt
C[C@]12C(=O)N(c3ccc(Br)cc3)C(=O)N1[C@@H]1c3ccccc3OC[C@@H]1[C@H]2c1ccccc1	nt	-2%	-11%
C=CCNS(=O)(=O)c1sccc1/C=N/O	0%	-7%	9%[2.35 µM]
Cc1nnc(SCC(=O)OC2CC(C)CCC2C(C)C)[nH]c1=O (stereo unspecified)	0%	-1%	26%
Cc1ccccc1Cn1cc(NC(=O)CCCn2nc([N+](=O)[O-])cc2C)cn1	6%	-2%	6%
O=C(Nc1cccc(Cn2cccn2)c1)c1cc2c(s1)CCCC2	-4%	-19%	12%
CC(C)N(C(=O)CN1C(=O)C(=O)c2ccccc21)c1ccccc1	2%	0%	-3%
O=C(O)c1ccccc1P(=O)(c1ccccc1)c1ccccc1	-5%	5%	-20%
Cc1ccc2nc3c(cc2c1)c(NC(=O)C(C)(C)C)nn3CC(C)C	nt	8%	22%
N/C(=N\OC(=O)c1cccs1)c1cccc(Br)c1	2%	-16%	-5%
COc1ccccc1NC(=O)c1cccc(NC(=O)c2ccco2)c1	4%	-12%	7%
O=C(CC1OC(=O)c2ccccc21)Nc1cc(Cl)ccc1N1CCCC1 (stereo unspecified)	-4%	-4%	-6%
COc1ccc(C(c2c(C)[nH][nH]c2=O)c2c(C)[nH][nH]c2=O)cc1Br	5%	-12%	-15%
CC(C)n1cc(CN2CCC(C(=O)Nc3ccc(Oc4ccccc4F)cc3)CC2)cn1	8%	14%	-14%
CCc1noc(C)c1C(=O)N(CCCOC)c1c(N)n(Cc2ccccc2)c(=O)[nH]c1=O	3%	3%	-7%
CCOC(=O)c1nnn2c1nc(Nc1cccc(C(F)(F)F)c1)c1ccccc12	nt	0%	19%
COc1ccccc1CNC(=O)C(=O)NCC1OCCN1C(=O)c1cccs1 (stereo unspecified)	3%	-2%	1%

mol	TDP1 block	FEN1 inhibitor	N370S GC
COc1ccccc1OCCC(=O)Nc1cccc(S(=O)(=O)N2CCOCC2)c1	-2%	-11%	nt
CCOc1ccc(-c2nc(CSCC(=O)NCCc3ccc(OCC)c(OCC)c3)c(C)o2)cc1	4%	-4%	nt
CCOc1ccc(NC(=O)Cn2c(=O)n(Cc3ccc4c(c3)OCO4)c(=O)c3ccc(C(=O)NC4CCCCC4)cc32)cc1	0%	20%	nt
Cn1c(=O)c2c(nc(NCc3ccccc3)n2CC(N)=O)n(C)c1=O	nt	0%	-4%
O=C(Cc1ccc(Cl)cc1)Nc1ccncc1	-1%	-3%	-7%
CCN(CC(=O)NCc1ccc(F)cc1)CC(=O)Nc1ccccc1-c1ccccc1	0%	-8%	5%
CCNC(=O)CC1C(=O)N(c2ccc(F)cc2)C(=O)N1CCc1ccc(OC)cc1 (stereo unspecified)	4%	-3%	2%
CCOC(=O)c1nnn2c1nc(N1CCCCC1)c1ccccc12	1%	0%	-10%
CC1=NN(c2ccccc2)C(=O)/C1=C/C=C/c1ccc(N(C)C)cc1	12%	-2%	8%
COc1cc(OC)c(OC)cc1CN(C)CCc1ccccn1	nt	42%[activator]	9%
CCOc1ccc(CCNC(=O)COC(=O)c2ccccc2O)cc1OCC	5%	-12%	5%
COc1ccc(N(CC(=O)N2CCc3ccccc32)S(=O)(=O)c2c(C)nn(C)c2C)cc1	3%	-13%	5%
COc1ccc(NC(=S)NCc2ccco2)cc1	6%	-2%	7%
COc1cnc(-c2ccccn2)nc1Sc1cccc(Cl)c1	5%	-13%	0%
COc1ccc(N(CC(=O)NCCSC2CCCCC2)S(=O)(=O)c2ccccc2)c(OC)c1	4%	nt	0%
O=C(COc1ccc(NC(=O)c2ccccc2)cc1)c1ccccc1	1%	20%	-16%
Cc1ccn2c(=O)nc(SCC(=O)NCc3ccccc3)nc2c1	nt	3%	-2%
Cc1ccc(NC(=O)Cn2c(=O)n(Cc3nc(C)no3)c(=O)c3ccccc32)c(Cl)c1	6%	-6%	nt
Cc1ccc(/C=C/C(=O)N2CCCC(C)C2)cc1 (stereo unspecified)	-3%	-4%	5%
CC1CCN(CC(C)CNC(=O)c2cc(-c3ccccn3)nc3ccccc23)CC1 (stereo unspecified)	5%	0%	-13%

mol	TDP1 block	FEN1 inhibitor	N370S GC
N[C@H](C(=O)O)c1ccc(C(=O)O)c(O)c1	?	nt	23%&1%
O=C(O)COc1ccc(OCCNC[C@H](O)COc2ccccc2)cc1	6%	nt	-2%
O=S(=O)(Nc1cccc(-c2ccc(N3CCCC3)nn2)c1)c1ccc(F)cc1F	6%	-16%	nt
O=c1cc2c(=O)oc3cc(O)c(O)oc3c2c(O)c1O	?	7.1µM*	-13%
CC(C)=NNc1nc2sc3c(c2c(=O)[nH]1)CC(C)(C)OC3	5%	3%	3%
O=C(OCC#CCSc1nnc(-c2cccc3ccccc23)o1)c1cccc2[nH]ccc12	-2%	-17%	nt
O=C(COC(=O)c1c2c(nc3ccccc13)/C(=C\c1cccs1)CCC2)Nc1ccccc1	2%	6%	2%
COC(=O)c1ccccc1NC(=S)N(Cc1ccc2c(c1)OCO2)Cc1cc2cccc(C)c2[nH]c1=O	3%	4%	4%
COc1ccc(CNC(=O)CS(=O)CC(=O)O)cc1OC (stereo unspecified)	?	1%	18%
CC(/C=N/Nc1ccc2nncn2n1)=C\c1ccccc1	nt	?	-5%
CCN(C(=O)Cn1cnc2sc(C)c(S(=O)(=O)N3CCN(c4ncccn4)CC3)c2c1=O)c1ccccc1F	7%	-7%	nt
O=C(CN1CCSCC1)N/N=C/c1ccccc1F	0%	0%	14%
N=C1C(c2ccccc2)=C(O)CN1c1ccc2c(c1)OCO2	-6%	10%	0%
Cc1nc2ccccc2nc1N1CCCCC1	3%	-4%	2%
CSc1ccc(/C=N/n2c(C)nnc2C)cc1	1%	3%	-22%
CCOC(=O)CSc1nnc(-c2cccnc2)n1C	-5%	1%	-5%
